KAT2A inh: GCN5L2 (KAT2A) acetyltransferase inhibition; Q92830; Potency, µM (titrated, usually from 58.9 µM), for inactives: at the highest dose activity change, negative = inhibition, hits mostly inhibitors; GCN5L2 HAT assay, ThioGlo1 CoA-SH fluorescence; actives 0.21% (n = 390,000)
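Free CoA generated was detected with ThioGlo1 (50uM) fluorescence at Ex340nm/Em540nm, read immediately and after 20 min at room temperature. Enzyme, 20 nM in HEPES pH 7.5 buffer, saw compounds 15 min before adding 75uM H3(1-25) peptide and 70uM acetyl-CoA.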
FEN1 inhibitor: inhibitors of human flap endonuclease 1 | actives 0.35% (n = 390,000) | Recombinant FEN1 flap cleavage, fluorescence, 15 min | Potency, µM (top dose mostly 114 µM), for the others: at the top dose activity change, negative = inhibition, actives largely listed as inhibitors | P39748; note: nearly all actives have a fitted effect of over 65% in size
Target sequence (P39748 whole entry, looked up): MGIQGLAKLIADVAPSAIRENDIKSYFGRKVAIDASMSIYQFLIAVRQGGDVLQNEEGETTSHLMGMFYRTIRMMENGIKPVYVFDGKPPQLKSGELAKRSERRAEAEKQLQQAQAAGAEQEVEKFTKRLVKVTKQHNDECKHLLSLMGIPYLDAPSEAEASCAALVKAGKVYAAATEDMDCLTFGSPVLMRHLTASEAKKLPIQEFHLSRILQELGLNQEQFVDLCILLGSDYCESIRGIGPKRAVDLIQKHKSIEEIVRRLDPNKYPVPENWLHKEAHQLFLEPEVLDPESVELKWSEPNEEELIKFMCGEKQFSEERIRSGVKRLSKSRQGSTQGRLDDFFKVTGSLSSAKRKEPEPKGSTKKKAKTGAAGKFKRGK
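Read-out was taken twice, immediately and after 15 min, following addition of 50 nM substrate to 10 nM FEN1 that had sat with test compound for 15 min at room temperature. Curves came from a four-parameter Hill model.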
TDP1 cell CPT: DT40-hTDP1 cell growth loss with CPT; actives 12% (n = 420,000); chicken DT40 Tdp1-/-;hTDP1 cells + 20 nM CPT, ATP luminescence, 48 h; Potency, µM (titrated, usually from 46.2 µM), inactives show at the highest dose activity change, negative = growth inhibition, actives largely listed as inhibitors; note: nearly all actives have a fitted effect of over 55% in size
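Chicken DT40 Tdp1-/- cells complemented with human TDP1, 400 cells/well, exposed to compounds plus 20 nM camptothecin for at least 48 h at 37 C; viability read as ATP content by CellTiter-Glo luminescence.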
* hit, by the source's call; ? = inconclusive; . = no result given; & = joins results of further samples. Calls come from the whole dose curve; as a rule, active = well fitted curve in the direction sought with a large enough effect; inconclusive = small, poorly fitted or top-dose-only effect, or another doubt; inactive = no such curve, though single readings can be large; an effect the other way counts as inactive or inconclusive. % is set by controls: 0 for no effect and ±100 for the full control effect; potency is the fitted concentration of half-maximal effect. These rows are one share of the data. The share of hits here may be higher or lower than overall.

| SMILES | KAT2A inh | FEN1 inhibitor | TDP1 cell CPT |
| --- | --- | --- | --- |
| Cc1ccccc1-n1ncc2c1CC(C)(C)CC2NC(=O)c1snnc1C (stereo not given) | -5% | -3% | ? |
| COc1ccc(-c2csc3nc(-c4ccccc4OC)oc(=O)c23)cc1 | -15% | -12% | 21µM* |
| CCC(C)(C)NC(=O)C(c1ccccn1)N(C(=O)c1csnn1)c1ccccc1 (stereo not given) | -5% | 17% | -21% |
| O=C(CCSc1ccccc1)Nc1ccccc1C(=O)N1CCCC1 | -1% | -3% | -18% |
| CNS(=O)(=O)c1cc(NC(=O)CCNC(=O)c2ccco2)ccc1C | -3% | 1% | -12% |
| Cc1ccc(S(=O)(=O)N(CC(=O)c2ccc(Cl)cc2)C(=O)N2CCN(C)CC2)cc1 | 3% | 8% | -8% |
| O=C(c1ccc(F)cc1Cl)N(c1ccccn1)C1CCCCC1 | 3% | 6% | 18µM* |
| Cc1ccc(-n2nnnc2C(Cl)c2nnnn2-c2ccc(C)cc2)cc1 | -6% | -3% | 15µM* |
| CC1(C)NC(=O)N(CCOCCSc2ccccc2)C1=O | 0% | 2% | -17% |
| Cc1cc(C)c2c(NC(=O)c3ccccc3Cl)c(C(=O)NCc3ccc(Cl)cc3)sc2n1 | -5% | -19% | ? |
| CCc1nnc(NC(=O)C2CCC(CNc3c(N4CCCCC4)c(=O)c3=O)CC2)s1 (stereo not given) | -1% | 5% | 2% |
| Nc1nc(CSc2nc3ccccc3s2)nc(N2CCOCC2)n1 | 0% | 11% | 0% |
| COCCOC(=O)C1=C(C)NC(=S)NC1c1ccc(OCC(=O)N2CC(C)OC(C)C2)c(OC)c1 (stereo not given) | . | 1% | -8% |
| Cc1nn(Cc2c(F)c(F)c(F)c(F)c2F)c(C)c1NC(=O)c1nn(C)c(C)c1Br | -17% | 0% | ? |
| Cn1c(SCC(=O)NC2CC2)nnc1-c1ccccn1 | ? | -10% | -3% |
| COC(=O)C1=C(C(C)=O)C(c2ccc(C(=O)OC)cc2)n2nnnc2N1 (stereo not given) | -7% | 1% | -10% |
| O=C(NCCNS(=O)(=O)c1ccccc1)N1CCOCC1 | -23% | -14% | 3% |
| COCCn1c(=O)c(-c2cn(C)c3ccccc23)nc2cnc(Oc3ccccc3)nc21 | ? | . | 6% |
| CCc1ccccc1NC(=S)N(Cc1cccnc1)Cc1ccco1 | -1% | -1% | 0% |
| O=C(c1cccc(F)c1)N1CCN=C1SCc1cccnc1 | -2% | 1% | -10% |
| Cc1ccc(OCCSc2nnc(-c3cccs3)o2)cc1Cl | -8% | 0% | -8% |
| CN(C)c1cccc(C(=O)OCC(=O)c2ccc[nH]2)c1 | -4% | -14% | ? |
| CCC(C)c1ccccc1NC(=O)c1cccc(-n2cnnn2)c1 (stereo not given) | -4% | -1% | 4% |
| CCCCn1c(N)c(N(CCC(C)C)C(=O)C2=NN(c3ccccc3)C(=O)CC2)c(=O)[nH]c1=O | 0% | -13% | -17% |
| Cc1cccc(C(=O)OC2CCOC2=O)c1O (stereo not given) | -2% | 12% | -6% |
| O=C(O)CSc1cc(C(=O)c2cc(F)ccc2O)cn2c(=O)c3c(-c4ccccc4)csc3nc12 | ? | ? | ? |
| COC(=O)c1cc2oc(C)cc2n1CC(=O)N1CCCc2ccccc21 | ? | -3% | ? |
| O=C(NCCc1csc(-c2ccc(C(F)(F)F)cc2)n1)c1ccccc1Cl | -10% | 3% | ? |
| CCOC(=O)CSc1nc2ccccc2c(=O)n1C1CCCC1 | -6% | -14% | -5% |
| CCOc1ccc(CNc2cccc(SC)c2)cc1 | 3% | -11% | 1% |

Reformatted: results already given
mol: CCc1ccccc1NC(=S)N(Cc1cccnc1)Cc1ccco1
  KAT2A inh: -1%; FEN1 inhibitor: -1%; TDP1 cell CPT: 0%
mol: O=C(c1cccc(F)c1)N1CCN=C1SCc1cccnc1
  KAT2A inh: -2%; FEN1 inhibitor: 1%; TDP1 cell CPT: -10%
mol: Cc1ccc(OCCSc2nnc(-c3cccs3)o2)cc1Cl
  KAT2A inh: -8%; FEN1 inhibitor: 0%; TDP1 cell CPT: -8%
mol: CN(C)c1cccc(C(=O)OCC(=O)c2ccc[nH]2)c1
  KAT2A inh: -4%; FEN1 inhibitor: -14%; TDP1 cell CPT: ?

Following part:
| SMILES | KAT2A inh | FEN1 inhibitor | TDP1 cell CPT |
| --- | --- | --- | --- |
| O=C(COc1ccc(Cl)cc1)NC1CC1 | ? | -1% | -10% |
| CCn1c(CNc2ccc(Cl)cc2)nnc1SCc1ccccc1 | -5% | -3% | ? |
| COc1ccc(C(=O)NCC(c2ccco2)S(=O)(=O)c2ccccc2)cc1 (stereo not given) | -9% | -5% | ? |
| O=S1(=O)NC2c3ccccc3CC2O1 (stereo not given) | -3% | 0% | 12µM* |
| CCc1ccc(NC(=O)c2cccc(NC3=NC4CS(=O)(=O)CC4S3)c2)cc1 (stereo not given) | -12% | -6% | 2% |
| CC(C)CN(C(=O)c1cccc(F)c1)c1c(N)n(CC(C)C)c(=O)[nH]c1=O | -13% | -5% | 4% |
| O=C(NCc1ccco1)C(=O)NCC(c1ccco1)N1CCOCC1 (stereo not given) | -1% | 6% | -10% |
| Cc1cc(=O)oc(C)c1C(=O)N1CCN(c2ccc(F)cc2)CC1 | -4% | 4% | -23% |
| COc1ccccc1NC(=O)Nc1nc(CC(=O)NCc2c(F)cccc2F)cs1 | -22% | 1% | ? |
| CCOc1cc(C(=O)NC(=S)Nc2ccc(Cl)c(C(=O)O)c2)cc(OCC)c1OCC | 1% | 0% | -1% |
| CC1(C(=O)OCC(=O)Nc2ccc3ccccc3c2)CC1(Cl)Cl (stereo not given) | -16% | -11% | ? |
| O=C(c1cccn2c(=O)c3cc(Cl)ccc3nc12)N1CCOCC1 | -10% | -12% | 3% |
| Cc1nnc(SCc2cc(=O)n3c(C)cccc3n2)s1 | -7% | 3% | -6% |
| Cc1cccc(CSCCNC(=O)C2CCN(S(=O)(=O)Cc3ccccc3)CC2)c1 | -1% | -4% | -13% |
| CCCCOC(=O)CSc1nc2c(c(=O)[nH]c(=O)n2C)n1C/C=C(\C)Cl | 1% | 3% | ? |

2 entries from above in a different format:
CC1(C(=O)OCC(=O)Nc2ccc3ccccc3c2)CC1(Cl)Cl (stereo not given)
  KAT2A inh: -16%
  FEN1 inhibitor: -11%
  TDP1 cell CPT: ?

O=C(NCc1ccco1)C(=O)NCC(c1ccco1)N1CCOCC1 (stereo not given)
  KAT2A inh: -1%
  FEN1 inhibitor: 6%
  TDP1 cell CPT: -10%

Next section
| SMILES | KAT2A inh | FEN1 inhibitor | TDP1 cell CPT |
| --- | --- | --- | --- |
| COc1ccc(C2C(C(=O)Nc3cc(C)on3)c3ccccc3C(=O)N2C)cc1OC (stereo not given) | -9% | -5% | 23% |
| O=C(CC(=O)NCCc1ccccc1)NCCc1ccccc1 | -3% | 13% | 19% |
| CN(C)S(=O)(=O)c1cccc(C(=O)Nc2ccccc2)c1 | -3% | -1% | 0% |
| COCCc1nnc(NC(=O)Cc2ccccc2)s1 | -3% | -1% | 4% |
| Cc1ccc(NC(=O)COC(=O)c2cccc(N3C(=O)c4ccccc4C3=O)c2)cc1 | 3% | -3% | 8% |
| O=S(=O)(Nc1cccc(-n2cnnn2)c1)c1cnc(Cl)c(Cl)c1 | -8% | 11% | -19% |
| COc1ccc(NC(=O)CSc2nc3c(c(=O)n2C)SCC3)cc1OC | -1% | -11% | 2% |
| O=C(CSc1nnc(COc2ccccc2)o1)Nc1nccs1 | 0% | -6% | -10% |
| CCc1noc(C)c1C(=O)N1CCN(S(=O)(=O)c2ccc(Br)cc2)CC1 | 3% | -4% | 4% |
| Cc1ccc(C(C)C)c(OCCCN2CCc3ccccc3C2)c1 | -6% | -3% | ? |
| COc1ccc(O)c(C(=O)c2cnc3c(c2)c(-c2ccc(F)cc2)c(C#N)c(=O)n3C)c1 | -17% | -7% | -35% |
| O=C(NCCO)/C(=C/c1ccco1)NC(=O)c1ccco1 | . | -1% | 13% |
| O=C(OCC(=O)N1CCc2ccccc21)c1ccc(Cl)nc1 | -5% | -12% | -14% |
| O=C(O)c1ccn(COc2ccc(Br)cc2)n1 | -5% | -3% | 9% |
| CC(c1ccccc1)N1CC(C(=O)N2CCN(Cc3ccc(C#N)cc3)CC2)CC1=O (stereo not given) | -10% | 16% | -5% |

Complete entries, quoted from the list.
O=C(COc1ccc(Cl)cc1)NC1CC1 across the screens: KAT2A inh: ?; FEN1 inhibitor: -1%; TDP1 cell CPT: -10%
Cc1ccc(C(C)C)c(OCCCN2CCc3ccccc3C2)c1 across the screens: KAT2A inh: -6%; FEN1 inhibitor: -3%; TDP1 cell CPT: ?

Next entries:
| SMILES | KAT2A inh | FEN1 inhibitor | TDP1 cell CPT |
| --- | --- | --- | --- |
| COc1ccc(-n2nc3ccc(N)cc3n2)cc1Cl | ? | 9% | -12% |
| Cc1ccc(S(=O)(=O)c2nc(S(=O)(=O)c3ccc(C)cc3)c(NCc3ccco3)s2)cc1 | 1% | -5% | -13% |
| O=C(COC(=O)c1ccc(OC(F)(F)F)cc1)Nc1ncccn1 | -5% | -1% | 21µM* |
| Cc1cc(C)n(Cc2cccc(C(=O)N/N=C/c3ccncc3)c2)n1 | -5% | -12% | -13% |
| O=C(O)CCC(=O)NNC(=O)c1cccc(Cl)c1 | -2% | -7% | -12% |
| COC(=O)c1c(/N=C/N(C)C)sc2c1CCN(c1ncc(C(F)(F)F)cc1Cl)C2 | -26% | ? | 1% |
| CCOc1ccc2nc(SCC(=O)NCc3ccccc3OC)[nH]c2c1 | -8% | 7% | -16% |
| Cc1ccc(NC(=S)NCc2ccc(S(N)(=O)=O)cc2)c(C)c1 | 5% | 3% | 17% |
| CC[C@]12c3[nH]c4ccccc4c3CCN1C(=O)C(CC(=O)NCCCN(C)C)C[C@@H]2C(=O)N1CCN(C(=O)c2ccco2)CC1 (stereo not given in full) | -4% | 10% | -3% |
| Cc1[nH]n(-c2c(Cl)cc(Cl)cc2Cl)c(=O)c1C=Nc1ccc(S(=O)(=O)N2CCOCC2)cc1 | 2% | -5% | 10% |
| O=C(CSc1nnc(CNC(=O)c2cccs2)o1)Nc1ccc2c(c1)OCO2 | -1% | 4% | -12% |
| Cc1cc(=O)n2c3c(c4c(cc13)c(CN(C)C)cc(=O)n4C)OC2 | . | -17% | 8.2µM* |
| Cc1nn(C)c2c1c(C(F)(F)F)cc(=O)n2CC(=O)NCc1ccccc1Cl | -16% | -1% | ? |
| CCc1ccc(NC(=O)c2ccc(CN3CC(=O)N4CCCCC4C3=O)cc2)cc1 (stereo not given) | 1% | 1% | ? |
| C=CCc1ccc(OCc2ccc(C(=O)Nc3ccc(NC(C)=O)cc3)o2)c(OC)c1 | ? | 10%&11% | ? |

Grouped by structure: those above containing a cyano group.
| SMILES | KAT2A inh | FEN1 inhibitor | TDP1 cell CPT |
| --- | --- | --- | --- |
| COc1ccc(O)c(C(=O)c2cnc3c(c2)c(-c2ccc(F)cc2)c(C#N)c(=O)n3C)c1 | -17% | -7% | -35% |
| CC(c1ccccc1)N1CC(C(=O)N2CCN(Cc3ccc(C#N)cc3)CC2)CC1=O (stereo not given) | -10% | 16% | -5% |

(listing goes on)
| SMILES | KAT2A inh | FEN1 inhibitor | TDP1 cell CPT |
| --- | --- | --- | --- |
| COc1ccc(S(=O)(=O)N2CCCN(CC(=O)Nc3ccc(NC(C)=O)cc3)CC2)cc1 | -2%&-3% | 3%&20% | 4%&-24% |
| O=C(CN1CCOCC1)Nc1cccc([N+](=O)[O-])c1 | . | -6% | -8% |
| CCOC(=O)Nc1sc(C)c(C)c1C(=O)OCC | -1% | -9% | ? |
| CCOC(=O)[C@H]1[C@H]2COc3ccccc3[C@@H]2N2C(=O)c3ccc(C)cc3NC(=O)[C@@]12C | 0% | 8% | ? |
| CC(C)C(=O)Nc1ccc2c(c1)nc(CCN1CCN(c3ccccc3)CC1)n2C | 0% | 0% | -28% |
| Cc1ccc2c(c1)N(CC(=O)NC1CCCC1)C(=O)c1cccnc1O2 | 2% | 4% | 15% |
| COc1cc(C(=O)OCC(=O)c2c[nH]c3ccccc23)ccc1OCC(=O)N1CCOCC1 | -15% | -3% | ? |
| CCN(CC)S(=O)(=O)c1ccc(OCC(=O)NCc2ccco2)cc1 | -10% | 11% | ? |
| O=C(COC(=O)c1sc2ccccc2c1Cl)NC1CCCCC1 | 1% | -4% | -12% |
| Cc1ccccc1C(=O)NC1CCN(CC(=O)Nc2ccc3c(c2)OCCO3)CC1 | -7% | 20% | -1% |
| CCCCc1nc2ccccc2n1Cc1nnc2n1-c1ccccc1SC2 | -5% | 1% | ? |
| COc1ccc2c(=O)c(-c3ccc(OC)c(OC)c3)coc2c1 | 0% | 5% | ? |

From PubChem
